Assay outcomes deposited in PubChem BioAssay by National Center for Advancing Translational Sciences (NCATS).
Pf growth 96h: inhibits malaria parasite growth, 96 h. AID 504834. actives 6.9% (n = 320,000). P. falciparum luciferase reporter growth, 96 h. Potency, µM (highest dose often 28.7 µM), for inactives: at the top dose activity change, negative = inhibition, most hits filed as inhibitors; also: potency is read from the fitted curve at half-maximal effect; % is scaled to controls: 0 for no effect and ±100 for the full control effect
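Compounds incubated with erythrocytes infected by luciferase-expressing P. falciparum (2% hematocrit, 0.05% parasitemia final) for 96 hours, 37 C in 5% CO2. Growth inhibition scored as decreased luciferase luminescence.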
Cycloheximide cs: counter-screen hit for Shiga toxin inhibitors, cycloheximide; cell reporter, cycloheximide protein synthesis inhibition counterscreen; max response, %; actives 12% (n = 300,000); in the data active = max response mostly above about 13%, no sharp cut-off; inactive = mostly below about 14%; also: read at 38.3 µM for the half of the compounds with a filed dose; 0% is about no effect
HCV inhibitor: blocks hepatitis C virus; Huh7.5.1 HCVcc-Cre infection, luciferase reporter, 44 h; Potency, µM (doses to about 41.8 µM), without a hit: top-dose activity change, negative = inhibition, usual class: inhibitors; AID 651820; actives 3.4% (n = 340,000); also: potency is read from the fitted curve at half-maximal effect; % is scaled to controls: 0 for no effect and ±100 for the full control effect
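HCVcc-Cre virus at an moi near 0.5 was added right after compound to cells cultured 4 h from seeding (1,000 cells/well). Luciferase activity was determined 44 h later, 15 min after substrate addition at RT.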
Pf growth 48h: P. falciparum growth inhibition at 48 hours (one generation); P. falciparum luciferase growth in erythrocytes, 48 h; Potency, µM (highest dose often 28.7 µM), without a hit: at the top dose activity change, negative = inhibition, actives largely listed as inhibitors; actives 5.9% (n = 310,000); also: potency is read from the fitted curve at half-maximal effect; % is scaled to controls: 0 for no effect and ±100 for the full control effect
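In quantitative HTS format, infected erythrocytes bearing luciferase-reporter parasites were treated for a single generation at 37 C. Luminescence after adding detection reagent served as the growth measure.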
Giardia FBPA inh: blocks Giardia fructose-bisphosphate aldolase activity; A8B2U2; purified Giardia FBPA; Potency, µM (top dose mostly 59.6 µM), inactives show top-dose activity, negative = inhibition, most hits filed as inhibitors; actives 0.71% (n = 290,000); AID 2451; also: potency is read from the fitted curve at half-maximal effect; % is scaled to controls: 0 for no effect and ±100 for the full control effect; nearly all actives have a fitted effect of over 55% in size
Target sequence (A8B2U2 whole entry, looked up): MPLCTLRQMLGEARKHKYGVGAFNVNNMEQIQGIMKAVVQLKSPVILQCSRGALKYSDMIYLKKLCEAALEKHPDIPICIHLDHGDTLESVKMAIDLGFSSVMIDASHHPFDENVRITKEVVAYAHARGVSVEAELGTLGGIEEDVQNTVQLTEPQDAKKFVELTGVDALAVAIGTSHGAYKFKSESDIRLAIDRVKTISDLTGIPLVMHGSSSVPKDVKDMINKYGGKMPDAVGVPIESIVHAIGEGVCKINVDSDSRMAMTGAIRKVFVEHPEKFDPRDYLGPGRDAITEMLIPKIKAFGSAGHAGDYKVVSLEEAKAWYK
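40 nM FBPA preincubated 10 min at RT with compound (up to 57.5 uM final), then substrate plus GAPDH/TPI/NAD/arsenate coupling and diaphorase/resazurin added. Fluorescence read after 20 min at RT, 525/598 nm.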
Shiga toxin inh: Shiga toxin inhibition; Vero cells, Shiga toxin protein synthesis inhibition reporter; inhibition, % at 38.7 µM; actives 9.2% (n = 290,000); in the data active = inhibition mostly above about 28%, no sharp cut-off; inactive = mostly below about 43%; also: 0% is about no effect
An asterisk follows results filed as active; i = inactive; ? = inconclusive; . = no result given; + = active, no number; [ ] = dose if it differs, or a comment. Unless noted, calls follow the shape of the dose curve; as a rule, active = well fitted curve in the direction sought with a large enough effect; inconclusive = small, poorly fitted or top-dose-only effect, or another doubt; inactive = no such curve, though single readings can be large; an effect the other way counts as inactive or inconclusive.

SMILES	Pf growth 96h	Cycloheximide cs	HCV inhibitor	Pf growth 48h	Giardia FBPA inh	Shiga toxin inh
O=c1[nH]c(NCCO)nc2c1C1(CCCCC1)Cc1ccccc1-2	3%	1	4%	-23%	-1%	-5
CCN1CCN(c2ccc(S(=O)(=O)N3CCOCC3)cc2NC(=O)/C=C/c2ccc([N+](=O)[O-])cc2)CC1	3.7µM*	.	25µM*	2.6µM*	.	.
O=C(NNC(=O)c1ccccc1Br)c1cccc(Cl)c1	129%[activator]	83*	0%	61%[activator]	15%	50*
CCn1c2ccccc2c2nc3cc(C(=O)O)ccc3nc21	-7%	35*	?	26%	-18%	126*
CN1C(C(=O)Nc2cccc(O)c2)=CC(c2ccco2)=NS1(=O)=O	24%	10*	-15%	54%[activator]	3%	8
CCN(CC)c1ccc(-c2n[nH]c(=S)n2-c2ccccc2)cc1	?	-2	11µM*	-27%	11%	16
CCOP(=O)(OCC)C(NC(=O)c1cccs1)c1ccccc1 (stereo not drawn)	10%	-4	-14%	1%	14%	19
CN1C(=O)N(CC(=O)N2CCN(S(=O)(=O)c3ccc(Cl)s3)CC2)C(=O)C12CCCCC2	?	.	3%	?	.	.
CCOc1ccc(S(=O)(=O)Nc2cccc(C)c2)c2cccnc12	-15%	-4	-10%	-12%	5%	18
O=C(C[n+]1ccccc1)N/N=C/c1cc(Br)ccc1O	4.1µM*	-1	-7%	.	-2%	-1
O=C(O)c1cc(S(=O)(=O)Nc2cccc(Oc3ccccc3)c2)ccc1Br	-11%	3	5%	-2%	12%	-11
COC(=O)c1ccc(/C=N/NC(=O)c2ccc3nc[nH]c3c2)cc1	5%	10	8%	11%	15%	-10
O=C(O)CC(NC(=O)OCc1ccccc1)c1ccccc1 (stereo not drawn)	-9%	-1	12%	2%	13%	25
COC(=O)Cc1ccc(NC(=S)N2CCCC(CO)C2)cc1 (stereo not drawn)	97%[activator]	-1	1%	15µM*	-8%	-24
CC(C)c1nnc(NC(=O)CCC(=O)NC2CC2)s1	-19%	-11	11%	20%	.	-2
COc1cccc(C(=O)Nc2cc(C)on2)c1OC	68%[activator]	49*	-1%	186%[activator]	2%	76*
O=C(Nc1ccc(F)cc1)Nc1ccc([N+](=O)[O-])cn1	?	1	6%	5%	6%	35
C=CCOc1ccc(C2C(C#N)=C(N)N(N(C)C)C3=C2C(=O)CCC3)cc1 (stereo not drawn)	31%[activator]	-3	3%	?	-20%	-6
CCN(CC(=O)NC(C)C)C(=O)C(CCSC)NC(=O)c1ccccc1OC (stereo not drawn)	-24%	-1	-3%	-14%	4%	8
COc1cccc(C(C(=O)NC2CCCCC2)N(C(=O)CNC(=O)c2ccco2)c2cccnc2)c1 (stereo not drawn)	?	-2	7%	-2%	-5%	-11
CCCC(=O)Nc1ccc(Nc2ccccc2)cc1	-16%	23*	-4%	22%	-3%	35*
CSc1nnc(-c2ccncc2)n1/N=C/c1cn(-c2ccccc2)nc1-c1ccc(Cl)cc1	0%	5	?	9.3µM*	0%	3
COc1ccccc1NC(=O)CSc1nc2ccccc2c(=O)n1C	-25%	-1	-5%	0%	1%	.
Cc1oc2c(cc(NS(=O)(=O)c3ccc(Cl)cc3)c3ccccc32)c1C(=O)O	-8%	0	8%	2%	.	-5
O=C(CN(C(=O)c1csnn1)c1cccc(Cl)c1)NC1CCCC1	46%	4	4%	3%	.	14
COc1ccc(-c2nn(CC(=O)N(C)C)c(=O)c3ccccc23)cc1	-12%	11	-2%	3%	8%	-16
COc1ccccc1CNC(=O)CCS(=O)(=O)c1ccc(Cl)cc1	6%	.	?	0%	.	.
O=C(NCC(c1cccs1)N1CCOCC1)c1cccc([N+](=O)[O-])c1 (stereo not drawn)	-10%	0	32%[activator]	4%	2%	-21
COc1cc(OC)c2c(-c3cccc(-c4sccc4C(C)=O)c3)cc(=O)oc2c1	.	-5	3.2µM*	.	2%	i
Cc1c(Cl)cccc1N1C(=O)c2ccccc2C1=O	-15%	-1	-14%	23%	6%	-10
Cc1cc(F)ccc1NCC(=O)Nc1ccc(Br)cc1C	-24%	5	-21%	-5%	0%	-7
C#Cc1ccc(C(=O)NCc2ccc(N3CCCC3=O)cc2)cc1	10%	2	5%	25%	6%	11
CSc1ccc(CN(C)C(=O)c2cc(=O)c3ccccc3o2)cc1	27%	-1	-1%	0%	2%	11
S=C(NC1CCCCC1)N1CCc2ccccc2C1	6%	38*	?	43%[activator]	-3%	+
COc1cc(/C=N/NC(=O)c2cccnc2)ccc1OC(=O)c1ccc([N+](=O)[O-])cc1	?	-3	2%	16%	-1%	-5
COC(=O)c1cc(C)[nH]c2c(C)cc3nc4ccccc4c3c12	?	2	10µM*	?	?	-3
Cc1ccc([N+](=O)[O-])cc1NC(=O)CN(C)CCOc1ccccc1	?	-1	?	-21%	?	-4
COc1ccc(-c2[nH]ncc2N=Nc2ccccc2)cc1	52%[activator]	20	?	-6%	-1%	33
CCc1ccc(-c2cc(C)no2)cc1S(=O)(=O)N1CCC(C)CC1	?	1	-5%	-29%	3%	-6
C[C@@H](CN=[N+]=[N-])CN1CC[C@H](O)CCC1=O	36%[activator]	-3	16%	51%[activator]	8%	-3

Gathered by group: the compounds so far with an aryl thioether with sulfur outside any ring.
SMILES	Pf growth 96h	Cycloheximide cs	HCV inhibitor	Pf growth 48h	Giardia FBPA inh	Shiga toxin inh
CSc1nnc(-c2ccncc2)n1/N=C/c1cn(-c2ccccc2)nc1-c1ccc(Cl)cc1	0%	5	?	9.3µM*	0%	3
COc1ccccc1NC(=O)CSc1nc2ccccc2c(=O)n1C	-25%	-1	-5%	0%	1%	.
CSc1ccc(CN(C)C(=O)c2cc(=O)c3ccccc3o2)cc1	27%	-1	-1%	0%	2%	11

(cont.)
SMILES	Pf growth 96h	Cycloheximide cs	HCV inhibitor	Pf growth 48h	Giardia FBPA inh	Shiga toxin inh
CCCCNC(=O)CSc1nc2ccsc2c(=O)n1CCCC(=O)NCCc1ccc(S(N)(=O)=O)cc1	23%	-6	19%	-21%	7%	-25
CCN(CC)C(=O)Oc1cc(=O)n(C)c2ccccc12	-16%	-4	8%	3%	1%	-2
O=C(CSc1nnc(CNC(=O)c2cccs2)o1)Nc1ccc(F)cc1F	-19%	1	11%	14%	.	-11
COCCN(C(=O)COC(=O)/C=C/c1ccc2c(c1)OCO2)c1c(N)n(Cc2ccccc2)c(=O)[nH]c1=O	?	.	-24%	-4%	.	.
CC1CCCN(CC(=O)Nc2ccc(S(=O)(=O)N3CCCCCC3)cc2)C1 (stereo not drawn)	-17%	-2	-17%	-25%	5%	-10
COC(=O)c1ccccc1OCCCCN1CC(C)OC(C)C1 (stereo not drawn)	7%	1	4%	35%[activator]	?	-6
COC(=O)c1nnn(-c2ccsc2C(=O)OC)c1C(=O)OC	0%	-3	-12%	13%	7%	-12
COc1ccc(OCC(=O)Nc2ccc3c(c2)nc(CCN2CCCCC2)n3C)cc1	-28%	-2	-27%	?	-26%	-4
CCN1CC=C2C(C1)C(c1ccc(Cl)s1)C(C#N)=C(N)C2(C#N)C#N (stereo not drawn)	.	-2	-24%	?	?	-2
Cc1cccc(NC(=O)c2ccc([N+](=O)[O-])s2)c1C	-85%	5	?	2.6µM*	-3%	4
O=C(Nc1ccccc1Cc1ccccc1)c1ccc2c(c1)SC1=NS(=O)(=O)CCN12	32%[activator]	4	-6%	17%	4%	10
Cc1ccc(S(=O)(=O)CCC(=O)NCc2ccc(Cl)cc2)cc1	-22%	-4	23%	17%	2%	-29
O=C(CN1CCN(Cc2ccccc2Cl)CC1)N/N=C/c1ccccn1	?	7	-22%	-18%	?	-5
COc1cc(NC(=O)c2ccccc2OCc2ccccc2)cc(OC)c1OC	-19%	-3	?	9.3µM*	6%	5
CN1C(=O)N(c2nnc(C(C)(C)C)s2)C(=O)C1c1ccccc1 (stereo not drawn)	30%[activator]	4	20%	30%[activator]	-3%	6
COCCCNC(=O)/C(C#N)=C/c1c(N2CCN(C)CC2)nc2c(C)cccn2c1=O	4%	-6	6%	-13%	0%	-9
Cc1nc(SCC(=O)Nc2cc(C)on2)c2c3c(sc2n1)CCCC3	110%[activator][5.75 µM]	3	?	9%	-3%	21*
Cc1ccccc1NP(=O)(Oc1ccccc1F)Oc1ccccc1F	?	-3	-8%	5%	-3%	-4
CS(=O)(=O)N1N=C(c2cccs2)CC1c1ccc(F)cc1 (stereo not drawn)	-13%	33*	3%	21%	-16%	51
CC(C)/C=N/NC(=O)c1ccc(Cl)cc1	20%	24*	1%	3%	-5%	38
COc1ccc(-c2nn(CCC#N)cc2C(=O)Nc2ccccc2Br)cc1	-7%	-1	-4%	-21%	6%	.
COc1cc(C(c2c(C)[nH][nH]c2=O)c2c(C)[nH][nH]c2=O)ccc1OCc1ccc([N+](=O)[O-])cc1	146%[activator]	25*	10%	?	2%	52
COc1ccc(/C=N/NC(=O)c2cc(C)oc2C)cc1OC	-21%	9	-10%	3%	-2%	5
O=C(CN1C(=O)C2CCCCC2C1=O)Nc1cc([N+](=O)[O-])ccc1F (stereo not drawn)	-20%	.	12%	?	.	.
Oc1ccc(/C=N/Nc2ccc(Cl)nn2)c(O)c1O	?	12	?	16%	?	1
CC1=C(C)C(=O)N(C(C)CCc2ccccc2)C1=O (stereo not drawn)	-22%	0	10%	-8%	-2%	17
CCOc1ccccc1/C=N/NC(=O)CNC(=O)c1ccc(S(=O)(=O)N2CCOCC2)cc1	8%	-2	2%	6%	-17%	-3
C=CCn1c(=N)n(CC(=O)OC)c2ccccc21	12µM*	0	5%	53%[activator]	-6%	8
CCOc1ccc(NS(=O)(=O)c2ccc3[nH]cc(C(=O)NC(C)CC)c(=O)c3c2)cc1 (stereo not drawn)	?	-4	5%	-8%	11%	-6
COc1ccc(C(=O)NCCSCc2ccccc2Cl)cc1OC	-6%	-1	-24%	-1%	3%	-6
C[C@]12CCC(=O)C=C1CC[C@@H]1[C@@H]2C(=O)C[C@]2(C)C(=O)CC[C@@H]12	-3%	-1	-4%	-2%	-4%	-5
O=c1ccc2cc(S(=O)(=O)N3CCN(c4ccccc4F)CC3)ccc2o1	4%	-6	-1%	-5%	8%	-17
CCOC(=O)CNC(=S)N1CCn2c(nc3ccccc32)C1	?	4	-9%	-4%	2%	44
CCOC(=O)Nc1ccc2c(c1)N(C(=O)CN1CCN3CCCC3C1)c1ccccc1CC2 (stereo not drawn)	29%	-3	3%	?	-13%	-25
COc1ccc(S(=O)(=O)Nc2ccc(NC(C)=O)cc2)cc1Cl	19%	-5	12%	1%	7%	-15
Cc1ccc(C(=O)NC(=S)NNC(=O)c2cccc([N+](=O)[O-])c2)cc1	22%	-2	?	54%[activator]	?	-2
COc1ccc(C(=O)NCc2ccc(C(=O)O)o2)cc1	?	-3	12%	15%	10%	-3
Cc1ccc(C2=NNC(C(O)C(O)C(O)CO)S2)cc1 (stereo not drawn)	93%[activator]	57*	8%	.	3%	61*
O=C(COc1cccnc1[N+](=O)[O-])c1c[nH]c2ccccc12	16%	20*	8%	6%	-7%	26
O=C(NCc1cccnc1)Nc1cccc(Cl)c1	?	1	-6%	42%[activator]	-2%	4
CC(=O)CSc1nc(C(F)(F)F)cc(=O)n1-c1ccccc1	2%	7	-1%	17%	-3%	-10

3 entries from above, sorted by formula weight, falling.
SMILES	Pf growth 96h	Cycloheximide cs	HCV inhibitor	Pf growth 48h	Giardia FBPA inh	Shiga toxin inh
COc1cc(C(c2c(C)[nH][nH]c2=O)c2c(C)[nH][nH]c2=O)ccc1OCc1ccc([N+](=O)[O-])cc1	146%[activator]	25*	10%	?	2%	52
COc1ccc(C(=O)NCCSCc2ccccc2Cl)cc1OC	-6%	-1	-24%	-1%	3%	-6
COc1ccc(C(=O)NCc2ccc(C(=O)O)o2)cc1	?	-3	12%	15%	10%	-3
